Source: PubChem BioAssay
CSN deneddyl inh = inhibitors of CSN-mediated cullin deneddylation, primary screen, biochemical, fluorescence polarization, uHTS; COP9 signalosome complex subunit 5 (Homo sapiens), Q92905; Purified CSN, SCF-Nedd8-OG deneddylation; inhibition, % at 12.5 µM; actives 0.38% (n = 360,000);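 active = pattern-corrected inhibition above about 35%, with an unprinted fluorescence ratio check between 0.5 and 1.5, limit read from the data, passing the limit was not always enough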;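 also: 0% = enzyme with substrate and 100% = substrate without enzyme; some results filed as inactive read as strong as hits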
Target sequence (Q92905 whole entry, looked up, one chain of several): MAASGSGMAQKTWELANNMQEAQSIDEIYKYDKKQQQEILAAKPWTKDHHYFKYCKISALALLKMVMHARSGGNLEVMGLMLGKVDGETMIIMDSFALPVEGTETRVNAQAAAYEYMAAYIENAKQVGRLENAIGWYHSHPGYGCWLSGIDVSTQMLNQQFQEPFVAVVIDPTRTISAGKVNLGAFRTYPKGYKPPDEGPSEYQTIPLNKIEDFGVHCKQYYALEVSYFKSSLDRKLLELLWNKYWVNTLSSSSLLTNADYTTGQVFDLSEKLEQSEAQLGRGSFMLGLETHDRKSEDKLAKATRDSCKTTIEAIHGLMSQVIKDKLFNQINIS
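Detection – fluorescence polarization · System – HEK293T-derived human Csn5 enzyme · Controls – substrate-only high control, full reaction low control · Timing – 90 min, room temperature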
Neddylation inh = inhibitors of cullin neddylation, primary screen, biochemical, TR-FRET, uHTS, NAE and Ubc12 | NEDD8-conjugating enzyme Ubc12 (Homo sapiens) + NEDD8-activating enzyme E1 regulatory … | calls only at 25 µM | actives 0.58% (n = 360,000) | AID 651699, 2012; in the data active = inhibition above about 36%
Target sequence (P61081 whole entry, looked up): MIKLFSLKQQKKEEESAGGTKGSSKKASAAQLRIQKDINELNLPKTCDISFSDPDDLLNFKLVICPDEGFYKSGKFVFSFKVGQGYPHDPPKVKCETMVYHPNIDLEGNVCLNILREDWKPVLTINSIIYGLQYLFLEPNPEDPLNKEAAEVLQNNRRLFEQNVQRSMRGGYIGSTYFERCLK
Target sequence (Q13564 whole entry, looked up): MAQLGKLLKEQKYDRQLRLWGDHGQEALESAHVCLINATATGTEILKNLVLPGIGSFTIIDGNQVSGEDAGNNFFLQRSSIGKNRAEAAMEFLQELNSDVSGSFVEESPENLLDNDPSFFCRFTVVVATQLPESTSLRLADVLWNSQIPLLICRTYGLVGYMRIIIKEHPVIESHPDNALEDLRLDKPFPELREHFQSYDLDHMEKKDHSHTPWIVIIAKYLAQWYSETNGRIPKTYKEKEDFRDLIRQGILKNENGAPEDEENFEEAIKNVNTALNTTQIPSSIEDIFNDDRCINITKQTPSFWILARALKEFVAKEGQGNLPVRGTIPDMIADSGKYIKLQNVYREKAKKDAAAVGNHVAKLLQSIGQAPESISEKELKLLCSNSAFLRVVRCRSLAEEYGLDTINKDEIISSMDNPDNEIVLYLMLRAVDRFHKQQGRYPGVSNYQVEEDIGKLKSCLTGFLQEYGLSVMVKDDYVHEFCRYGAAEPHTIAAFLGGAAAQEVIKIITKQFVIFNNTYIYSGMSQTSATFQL
Rin1 Abl inh = inhibitors of Rin1-Abl protein binding, primary screen, biochemical, TR-FRET. Tyrosine-protein kinase ABL1 (Homo sapiens) + Ras and Rab interactor 1 (Homo sapiens), …. inhibition, % at 7.35 µM. actives 0.4% (n = 360,000); in the data active = inhibition above about 5%, passing the limit was not always enough
bovine MsrA act = bovine MsrA enzyme activators, primary screen, biochemical, absorbance, HTS. Methionine sulfoxide reductase A (Bos taurus). purified bovine MsrA, absorbance read-out. activation, % at 10.6 µM. actives 0.3% (n = 360,000). AID 602163, 2012; in the data active = activation above about 7.5%;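 also: 0% = vehicle and 100% = reference activator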
FAS TE block = FAS thioesterase domain inhibitors, primary screen, biochemical, fluorescence intensity, uHTS; Fatty acid synthase (Homo sapiens), P49327; recombinant FAS-TE, OMFH fluorogenic substrate, fluorescence endpoint; inhibition, % at 15 µM; actives 0.67% (n = 360,000);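 active = compounds whose normalised, plate-corrected inhibition of enzyme fluorescence in the single-dose primary screen is 50% or more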;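 also: 0% = DMSO with enzyme and 100% = substrate without enzyme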
E coli Lon inh = inhibitors of E. coli Lon protease, primary screen, biochemical, fluorescence polarization; P0A9M0; purified E. coli Lon protease; inhibition, % at 7.94 µM; actives 0.42% (n = 360,000); AID 602123, 2011; in the data active = inhibition above about 13%, passing the limit was not always enough;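 also: 0% = enzyme with probe and DMSO and 100% = no enzyme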
MsrA inh = bovine MsrA enzyme inhibitors, primary screen, biochemical, absorbance, HTS. Methionine sulfoxide reductase A (Bos taurus). purified bovine MsrA, absorbance read-out. inhibition, % at 15.5 µM. actives 0.75% (n = 360,000). AID 651718, 2012; in the data active = inhibition above about 4.5%;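 also: 0% = vehicle wells with enzyme and 100% = reference inhibitor wells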
PABP1 MLLE inh = inhibitors of PABP1 MLLE–PAM2 peptide binding, primary screen, biochemical, fluorescence polarization, FITC-PAM2, GST-MLLE; Polyadenylate-binding protein 1 (Homo sapiens), P11940; inhibition, % at 20 µM; actives 0.36% (n = 360,000); AID 588489, 2011; in the data active = inhibition above about 35%, passing the limit was not always enough;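 also: plate controls were DMSO wells with GST-MLLE for no effect and wells lacking GST-MLLE protein for full effect; some results filed as inactive read as strong as hits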
TbMetRS inhib = T. brucei MetRS inhibitors, primary screen, biochemical, luminescence; purified T. brucei MetRS, ATP depletion, Kinase-Glo luminescence; AID 624268, 2012; actives 0.4% (n = 360,000); inhibition, % at 11.9 µM;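 active = inhibition above a per-plate cutoff of the control wells' mean inhibition plus 3 SD, cut at about 5.5% in these data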;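 also: 0% = DMSO wells median and 100% = median of wells with control inhibitor compound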
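System: purified T. brucei MetRS enzyme / Detection: Kinase-Glo luciferase luminescence reporting remaining unconsumed ATP / Medium: HEPES buffer with MgCl2, KCl, DTT, spermine, BSA, pyrophosphatase / Replication: singlicate, one well per compound / Evaluation: percent inhibition relative to median high and low control wells / Schedule: 2 h aminoacylation at 25 °C after 15 min preincubation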
* marks the source's active call; other numbers are inactive results; i = inactive; x = no result given.

Results follow in this order: CSN deneddyl inh	Neddylation inh	Rin1 Abl inh	bovine MsrA act	FAS TE block	E coli Lon inh	MsrA inh	PABP1 MLLE inh	TbMetRS inhib
CC1CCCCC1NC(=O)COC(=O)C12CC3CC(CC(Cl)(C3)C1)C2 (configuration not stated)
  4	i	-1	-3	10	-1	0.2	-2	-0.5
OC(COc1ccc2c(c1)OCO2)CN1CCCCC1 (configuration not stated)
  1	i	-1	-2	-3	-1	1.4	8	0.3
COc1cccc(NC(=O)CCCn2nc(C)c3c(C)n(-c4ccccc4)nc3c2=O)c1
  -4	i	6	-2	-2	6	1.2	3	-0.5
O=C(COC(=O)Cc1ccccc1F)Nc1cccc(S(=O)(=O)NC2=NCCCCC2)c1
  -2	i	-1	-2	-5	5	-0.5	-23	0.6
CS(=O)(=O)NCCCNc1c(Cl)cccc1[N+](=O)[O-]
  -2	i	-8	1	3	-1	1.1	2	-0.9
O=C1/C(=C/c2ccco2)SC(=S)N1CCC(=O)N1CCCCC1CCO (configuration not stated)
  31	i	-5	-5	0	-1	1.3	8	0.1
S=C(NCc1cccnc1)Nc1ccc(Oc2ccc(Cl)cc2)cc1
  -2	i	0	-7	14	2	2.6	-32	-0.1
CC(C)OP(=O)(OC(C)C)C(Nc1cccc(C(=O)O)c1)c1ccccc1 (configuration not stated)
  0	i	0	3	-4	-2	x	-12	-0.8
CC(C)NC(=O)c1cc(C2CCCCN2S(=O)(=O)c2cccs2)on1 (configuration not stated)
  -2	i	2	-1	-8	-1	0.5	-7	-0.2
CCCCOc1ccc(/C=C/C(=O)Nc2ccc(C(N)=O)cc2)cc1
  -9	i	-5	-13	-5	0	-0.9	5	-1.5
Cc1ccccc1C(=O)Nc1cccc(NC(=O)c2ccc(-c3ccc(Br)cc3)o2)c1
  1	i	0	-4	38	3	1.8	9	-0.6
CCOC(=O)C1(Cc2cccc(OC)c2)CCCN(S(=O)(=O)c2cccnc2)C1 (configuration not stated)
  0	i	1	-11	-5	-12	0.6	-10	-1.5
COC(=O)CSc1nnc(-c2ccco2)n1Cc1ccco1
  2	i	0	3	-2	-1	-0.2	-18	1.4
CCN1C[C@@H]2[C@@H]3C(=O)N(C)C(=O)[C@@H]3[C@](Cc3ccccc3)(C(=O)OC)N2C1=NCc1ccccc1
  0	i	0	5	-7	-3	1.0	-2	-0.2
O=C(NCc1cccs1)c1cc(-c2cccc(Cl)c2)on1
  1	i	0	-3	-2	-3	-0.2	10	0.3
Cc1cc(Cl)ccc1OCCCC(N)=O
  4	i	-3	1	-4	-5	0.4	-3	2.1
CC(=O)Nc1ccc(S(=O)(=O)n2cnc3cc(C)c(C)cc32)cc1
  0	i	-1	-3	-1	1	2.0	2	-0.2
NC(=O)c1ccc(-c2noc(-c3ccccc3F)n2)cc1
  0	i	3	-2	-10	7	0.5	-12	0.6
O=C(CNc1cccc(Cl)c1)c1ccc(Cl)cc1
  -3	i	0	-3	3	4	-0.1	-2	0.5
Cc1ccc(C(C)(C)C)c(OCCN2CCCC2)c1
  4	i	-3	-2	-9	-2	0.1	-9	-0.1
CCCOc1cccc(C(=O)N(Cc2cccs2)C2CCS(=O)(=O)C2)c1 (configuration not stated)
  -6	i	-1	0	2	-1	1.8	-12	-0.2
Cc1ccc(S(=O)(=O)NC2(C(F)(F)F)NC(=O)N(C)C2=O)cc1 (configuration not stated)
  1	i	1	-1	-8	0	0.2	12	-0.4
O=C(COC(=O)COc1ccccc1)NC1CCCc2ccccc21 (configuration not stated)
  -1	i	1	0	-7	-4	0.7	3	0.7
Cc1ccc(Sc2ccncc2S(N)(=O)=O)cc1
  -19	i	1	-4	-10	-17	0.0	14	-0.6
CCOc1ccc(CNc2ccc3c(c2)ncn3C)cc1
  -20	i	-1	-2	-7	-2	1.9	1	0.1
CC(Cl)C(=O)Nc1cc(C(C)(C)C)nn1-c1ccccc1 (configuration not stated)
  0	i	-2	-4	-4	-1	1.7	1	0.5
CCC1=C(OC(=O)N(CC)CC)N2C(=O)OC(=NCC3CC3)[C@]2(C)[C@H]2C1=CC[C@H]1C(=O)N(C)C(=O)[C@H]12
  1	i	-3	2	-5	6	0.3	-11	0.7
CCOC(=O)c1[nH]c2ccccc2c1NC(=O)c1ccc2c(c1)OCO2
  -5	i	1	-7	-3	-6	0.0	1	-0.7
Cc1csc(=O)n1CC(=O)Nc1ccc(C(C)C)cc1
  -8	i	2	-2	0	-9	0.3	-27	-0.2
O=C(CS(=O)(=O)c1c[nH]c2ccccc12)NC1CCCCC1
  1	i	4	-6	-5	-5	0.1	-1	0.4
CN(C)CCO/N=C(\c1ccc(Br)cc1)c1cccnc1
  1	i	4	-1	-3	4	-0.7	3	-0.7
Cc1ccc(O)c(Nc2nc(-c3ccccc3)nc3ccccc23)c1
  1	i	-1	-11	4	0	-0.2	-9	-2.2
N#CCc1nc2ccc(S(=O)(=O)N3CCOCC3)cc2s1
  49*	i	-4	-3	-10	-148	1.7	-91	0.2
CC(C)c1ccc(NC(=O)CCNS(=O)(=O)c2ccc3[nH]c(=O)oc3c2)cc1
  -2	i	-3	-3	-5	-1	0.1	-18	-0.7
Cc1nnc(Nc2ccc(F)cc2)c2ccccc12
  0	i	-1	3	-3	-7	1.1	-5	-0.4
Nc1ncnc2c1ncn2C1OC(CO)C2OC21 (configuration not stated)
  1	i	5	-4	-6	1	0.2	13	-0.1
Cc1ccc(NC(=O)COC(=O)Cc2c(F)cccc2Cl)cc1S(=O)(=O)N1CCOCC1
  -4	i	-2	-5	-4	-12	0.8	4	-0.5
Cc1cccc(CSC2=NCCN2S(=O)(=O)c2ccc(F)cc2)c1
  -2	i	3	-4	29	15	-0.9	-3	-0.3
COc1ccc(C)cc1NC(=O)CN1CCN(C/C=C/c2ccccc2)CC1
  4	i	2	-6	-1	1	0.1	-3	-1.2
C[C@H]1CN([C@@H](C)CO)C(=O)CCCn2nncc2CO[C@H]1CN(C)S(=O)(=O)c1cccc(F)c1
  3	i	-1	-2	-8	13*	-0.2	9	-1.5
O=C(Nc1cnns1)Oc1ccccc1
  2	i	2	-4	-6	-8	-0.8	5	0.2
CCCc1cc(=O)[nH]c(SCc2cc(C(=O)OC)c(C)o2)n1
  0	i	5	2	-3	-8	-0.2	-2	-0.5
COc1cccc(COC(=O)CCNC(=O)c2ccc(Br)cc2)c1OC
  5	i	1	5	1	-10	-0.9	2	0.0
O=C(NCCCN1CCCC1)Nc1ccccc1[N+](=O)[O-]
  6	i	2	-3	-8	16*	-0.6	2	-0.6
CCOC(=O)C1CCN(C(=O)COc2cc(C)c(Br)c(C)c2)CC1
  -1	i	-2	3	11	-5	0.9	1	-0.2
CCN1CCN(C(=O)C2(NC(=O)Nc3cccc(F)c3)CCCCC2)CC1
  2	i	-5	0	-4	5	-0.2	17	-0.7
O=C1c2cccc3cccc(c23)C(=O)N1Cc1ccccc1
  10	i	0	-2	0	-3	-0.4	3	-0.8
C=CCNC(=O)c1onc(CSc2cc(C)cc(C)c2)c1C(=O)NCC=C
  -3	i	-2	1	14	-8	-0.7	11	-0.2
CCc1cc(=O)oc2c(C)c(OCC(=O)NCCCN3CCCC3=O)ccc12
  2	i	-2	-11	-5	1	0.3	-1	-0.2
Cc1ccc(C(=O)Nc2ccc3c(c2)OCCO3)o1
  -3	i	1	-10	-7	2	0.4	5	-2.5

Quoted from the listing.
Cc1ccc(C(=O)Nc2ccc3c(c2)OCCO3)o1 in bovine MsrA act is listed with -10
CCN1CCN(C(=O)C2(NC(=O)Nc3cccc(F)c3)CCCCC2)CC1 in FAS TE block is listed with -4

Other compounds:
Results follow in this order: CSN deneddyl inh	Neddylation inh	Rin1 Abl inh	bovine MsrA act	FAS TE block	E coli Lon inh	MsrA inh	PABP1 MLLE inh	TbMetRS inhib
CN(C)C(CNC(=O)CSC(=S)N1CCCC1)c1ccccc1 (configuration not stated)
  4	i	3	-3	-11	-13	0.9	-13	-0.2
Cc1cc(-n2c(C)cc(C(=O)COc3ccc(Cl)cc3C(N)=O)c2C)no1
  -1	i	0	-3	3	-8	0.6	-3	0.1
CS(=O)(=O)N(CC(=O)Nc1ccc2c(c1)OCCO2)Cc1ccccc1
  0	i	-2	-3	-2	0	-0.3	-1	-0.7
C=CCn1cc(C(=O)N2CCN(c3ccccc3)CC2)c(=O)c2cc(S(=O)(=O)N3CCCC3)ccc21
  1	i	-2	-4	33	-11	0.7	3	-0.3
CC1CCN(Cc2c(C(=O)N/N=C/c3cc(Br)ccc3O)nnn2-c2nonc2N)CC1
  -1	i	-1	-2	19	-12	0.0	-15	0.3
Nc1nc(Nc2ccc(Cl)cc2)nc(NCCO)c1[N+](=O)[O-]
  4	i	-1	-5	5	0	3.4	-2	2.8
O=C(Nc1c2c(nn1-c1ccccc1)CS(=O)(=O)C2)c1ccc2c(c1)OCO2
  4	i	0	-2	-4	5	0.7	1	0.1
CC(=O)Nc1ccc(NC(=O)COc2ccc3c(c2)CCC3)cc1
  -1	i	-1	4	-3	-1	-0.2	-9	-0.5
O=C(CSc1nc2ccccc2s1)N1c2ccccc2Sc2ccc(C(F)(F)F)cc21
  0	i	5	-2	22	5	-0.1	0	-0.2
COc1ccc(C)cc1NC(=O)c1[nH]c(C)c(C(C)=O)c1C
  -6	i	1	-2	-1	5	-0.3	-12	0.5
Cc1cc(NC(=O)NCc2ccccc2)c(=O)n(Cc2ccccc2F)c1
  1	i	2	-6	1	-11	-0.1	-12	-0.4
CC(C)(C)NC(=O)C1C(c2ccc(C(F)(F)F)cc2)=Nc2ccccc2N1C(=O)c1cccc2ccccc12 (configuration not stated)
  -3	i	x	x	x	x	1.2	x	0.0
Cc1ccc(S(=O)(=O)Nc2ccc3oc(=O)sc3c2)c(C)c1
  0	i	1	-1	0	1	-0.2	20	-0.1
COc1ccc(-n2ncc3c2CC(C)(C)CC3NC(=O)CCC2=NNC(=O)CC2)cc1 (configuration not stated)
  3	i	3	-1	-9	-5	-0.1	6	-0.1
Clc1ccc(-c2cn3cccnc3n2)cc1
  -4	x	-2	-4	0	2	2.7	-3	-1.0
O=C(C[n+]1ccccc1)Nc1nc2ccccc2s1
  -1	i	0	-3	-11	-7	0.8	2	0.2
CC1CCN(C(=O)C2CCN(S(=O)(=O)c3cccc4nonc34)CC2)CC1
  4	i	-3	0	-3	-4	-0.4	7	0.3
CS(=O)(=O)N1CCC(Oc2ccccc2C(=O)NC2CCCCCC2)CC1
  6	i	2	-2	-4	13	0.5	-4	-0.5
Cc1ccc(CNc2nc(N)c([N+](=O)[O-])c(NCc3ccccc3)n2)cc1
  1	i	-4	1	-6	8	-0.1	2	-0.8

Random draw from the library; overall some 4% were active at least once.
